High-throughput results: PubChem BioAssay, several laboratories
SMARCA2 activ: SMARCA2 function activation, primary screen | MG213 cells, MMTV-luciferase reporter, dexamethasone, overnight | activation, % at 9.1 µM | 370,000 tested, 1% active; in the data active means activation above about 7.8%;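 further: 0% = vehicle wells and 100% = reference activator wells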
GC-A act: GC-A (human) enzyme activation | P16066 | HEK293 GC-A cells, cGMP TR-FRET, EC30 ANP; 0% at EC30 ANP, 100% saturating ANP | activation, % at 10 µM | 370,000 tested, 0.14% active; in the data active means activation above about 40%
hgDAF-12 ag: activates the H. glycines DAF-12 receptor ligand-binding domain; HEK293 GAL4-hgDAF12 UAS-luciferase reporter, agonist luminescence; normalized to butyrate control; activation, % at 6.8 µM; 370,000 tested, 1.8% active; AID 687014;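 active means activation above a cutoff set at the mean of all screened compounds plus 3 SD, cut at about 10% in these data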;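 further: 0% = DMSO wells and 100% = sodium butyrate wells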
hcDAF-12 act: activators of H. contortus DAF-12 nuclear receptor; AID 652067; 370,000 tested, 1.4% active; activation, % at 6.8 µM; HEK293 hcDAF-12 lit1-tk-luc reporter, luminescence; 0% DMSO, 100% Δ7-dafachronic acid;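 active means activation above the mean of all tested compounds plus 3 SD, cut at about 5.5% in these data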;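 further: 100% = response to 3 µM Δ7-dafachronic acid high control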
sPLA2-III inh: Blocks human group III sPLA2 activity; Q9NZ20; QFRET BODIPY PC-A2 liposome hydrolysis, fluorescence; inhibition, % at 12.2 µM; 370,000 tested, 0.56% active; AID 743126;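 active means inhibition above mean plus 3 SD of compounds lying within the high and low control bounds, cut at about 19% in these data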;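 further: 0% = median of test compound wells and 100% = no enzyme DMSO wells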
Target sequence (Q9NZ20 whole entry, looked up): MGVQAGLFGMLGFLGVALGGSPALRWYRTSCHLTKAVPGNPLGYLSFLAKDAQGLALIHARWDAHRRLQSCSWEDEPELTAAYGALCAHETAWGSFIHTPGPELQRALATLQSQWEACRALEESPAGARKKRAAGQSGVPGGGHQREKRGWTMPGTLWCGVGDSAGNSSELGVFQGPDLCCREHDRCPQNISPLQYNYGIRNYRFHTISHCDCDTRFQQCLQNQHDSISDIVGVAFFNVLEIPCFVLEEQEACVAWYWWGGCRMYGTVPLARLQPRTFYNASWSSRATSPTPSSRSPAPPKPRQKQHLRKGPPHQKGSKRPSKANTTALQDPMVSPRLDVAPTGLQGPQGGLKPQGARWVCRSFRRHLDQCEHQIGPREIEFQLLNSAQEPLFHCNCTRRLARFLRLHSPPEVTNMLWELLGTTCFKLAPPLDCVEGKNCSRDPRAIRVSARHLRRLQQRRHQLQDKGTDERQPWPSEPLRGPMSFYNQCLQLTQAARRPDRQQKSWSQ
ssDAF-12 act: activators of S. stercoralis DAF-12 nuclear receptor; HEK293 ssDAF-12/GRIP1 lit1-tk-luc reporter, luminescence; % of 3 µM dafachronic acid response; activation, % at 6.8 µM; 370,000 tested, 1% active;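 active means activation above the mean over all tested compounds plus 3 SD, cut at about 0.9% in these data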;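 further: 0% = DMSO-only wells and 100% = 3 µM delta7-dafachronic acid wells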
KLK7 zymogen act: activators of human kallikrein-7 zymogen; P49862; purified proKLK7, EDANS-DABCYL substrate fluorescence; 100% is mature enzyme control, 0% vehicle; activation, % at 7 µM; 370,000 tested, 0.9% active; AID 652039;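 active means activation above the mean of all tested compounds plus 3 SD, computed per campaign excluding outliers beyond control limits, cut at about 13% in these data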
Target sequence (P49862 whole entry, looked up): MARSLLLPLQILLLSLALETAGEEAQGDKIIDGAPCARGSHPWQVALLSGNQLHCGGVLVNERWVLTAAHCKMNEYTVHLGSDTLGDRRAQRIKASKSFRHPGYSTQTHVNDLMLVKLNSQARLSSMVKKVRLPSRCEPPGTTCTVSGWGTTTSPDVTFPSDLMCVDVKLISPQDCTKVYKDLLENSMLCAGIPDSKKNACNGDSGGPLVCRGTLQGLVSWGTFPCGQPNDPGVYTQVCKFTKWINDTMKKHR
GAA850 FXN act: increases GAA850 frataxin promoter reporter activity. HEK293 lucGAA850 FXN promoter luciferase reporter, 24 h; percent of 10 µM SAHA response. activation, % at 6 µM. 360,000 tested, 0.56% active;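 active means activation above the average of all compounds screened plus 3 SD, cutoff fixed separately per campaign, cut at about 7.5% in these data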;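 further: 0% = DMSO wells and 100% = 10 µM SAHA wells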
DAX1 inh-1: NR0B1 (DAX1) inhibition; inhibition, % at 6.75 µM; HEK293 Gal4-DAX1 luciferase reporter, luminescence; AID 504766; 340,000 tested, 0.99% active;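 active means inhibition above the mean over all tested compounds plus 3 SD, cut at about 4.2% in these data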;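 further: 0% = DAX1-transfected cells with DMSO and 100% = empty-vector control cells with DMSO; inhibition shows as a rise in luminescence from relieved DAX1 repression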
Target sequence (P51843 207-470 limits assumed): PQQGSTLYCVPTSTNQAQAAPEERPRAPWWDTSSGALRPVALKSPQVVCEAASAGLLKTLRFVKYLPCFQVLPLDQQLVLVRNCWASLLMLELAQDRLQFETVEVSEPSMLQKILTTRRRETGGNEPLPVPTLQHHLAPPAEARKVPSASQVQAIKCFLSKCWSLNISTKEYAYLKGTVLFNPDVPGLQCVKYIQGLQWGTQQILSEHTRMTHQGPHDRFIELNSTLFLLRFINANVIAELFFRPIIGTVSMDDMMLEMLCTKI
GC-B act: GC-B (human) receptor activation | P20594 | HEK293-GC-B cells, CNP EC30, cGMP TR-FRET; 0% at EC30 CNP, 100% saturating CNP | activation, % at 10 µM | 370,000 tested, 0.11% active;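 active means activation at 10 µM reaching about 35% in either raw or pattern-adjusted values, limit read from the data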
DAX1 inh-2: DAX1 (NR0B1) inhibition, primary screen. inhibition, % at 6.8 µM. 370,000 tested, 1.1% active. AID 652010. HEK293T StAR-luciferase reporter, SF-1/DAX-1 repression relief;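 active means inhibition above the mean over all tested compounds plus 3 SD, cut at about 3.6% in these data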;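 further: 0% = DAX-1 cells with DMSO and 100% = cells lacking DAX-1 with DMSO; higher inhibition means more luminescence from relief of DAX-1 repression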
* = called active by the depositor; / = no result given. Compounds as they come. About 6.7% of those tested had a hit in this group.

#	SMILES	SMARCA2 activ	GC-A act	hgDAF-12 ag	hcDAF-12 act	sPLA2-III inh	ssDAF-12 act	KLK7 zymogen act	GAA850 FXN act	DAX1 inh-1	GC-B act	DAX1 inh-2
1	Cc1c(NC(=O)C(C)Sc2nnc(-c3ccccc3)o2)c(=O)n(-c2ccccc2)n1C (stereo unspecified)	-3	2	-0.3	0.1	6	-0.9	0.1	0.1	-0.1	6	-0.1
2	Cc1ccc2c(c1)c1c3n2CCCN(Cc2ccccc2)C3CCC1 (stereo unspecified)	3	-3	-0.9	-0.8	2	0.6	-0.5	-1.3	0.8	-3	-0.2
3	COc1ccc(NC(=O)CSc2nc(C)cc(C(F)(F)F)n2)cc1	-3	2	-1.7	-0.5	14	-1.2	0.3	-1.4	0.8	-5	-1.0
4	O=C(O)COc1ccc(NC(=O)C(c2ccccc2)c2ccccc2)cc1	-3	1	-0.6	-0.1	-1	-0.8	0.1	0.1	-0.7	0	0.2
5	CCOc1cccc(-c2nc3cc(C)ccc3o2)c1	4	-1	10	3.4	13	0.1	0.3	6.6	0.9	7	2.3
6	COc1ccc(-c2nc(C#N)c(NCc3cccnc3)o2)cc1OC	10*	3	-1.4	-1.8	-2	-1.4	-0.9	2.9	1.0	-3	2.8
7	C=CCn1c(SCC(C)=O)nc2scc(-c3ccco3)c2c1=O	7	-4	-0.1	-1.4	-24	-1.1	0.2	1.0	1.2	3	-0.3
8	COc1ccc(C2CC(c3cccs3)=NN2C(=O)CSc2nnc(N)s2)cc1OC (stereo unspecified)	0	7	-2.9	-1.1	-9	-1.9	0.1	-0.4	0.6	1	-0.9
9	Cc1ccsc1C(=O)N1CCC(N2CCC(C(=O)NCC3CCCO3)CC2)CC1 (stereo unspecified)	-2	-1	-2.1	-0.6	-2	-1.5	-1.1	-0.2	2.3	5	0.7
10	Cc1noc(C)c1C(=O)N1CCCc2ccccc21	0	1	-1.8	1.0	2	-1.3	0.3	-1.4	0.4	0	0.2
11	CN(C)C(CNC(=O)/C=C/c1cccc(Cl)c1)c1ccccc1 (stereo unspecified)	-2	2	2.4	1.6	-4	-0.8	-0.2	-2.0	2.0	-2	-0.4
12	Cc1ccc(CSCc2nc3ccccc3[nH]2)cc1	-1	-1	0.3	0.5	-6	-0.8	-0.8	4.1	0.6	6	-0.3
13	O=C(O)c1ccc(NS(=O)(=O)c2cccc(C(=O)Nc3ccc(Br)cc3)c2)cc1	4	2	1.0	0.0	-5	-0.7	-0.1	1.6	1.0	2	-0.1
14	COc1ccc(NC(=O)c2nc(SC)ncc2Cl)cc1	-1	-2	-0.3	1.4	6	0.5	0.5	0.1	-2.5	-1	0.1
15	CC(=O)c1ccc(NC(=O)NCc2ccc(F)cc2)cc1	3	4	1.5	-0.5	-3	-1.6	0.5	2.0	2.8	6	-0.2
16	C=CC(=O)OCCOCCOCCOCCOC(=O)C=C	13*	2	0.9	-1.1	-3	-1.5	0.1	2.8	0.6	-7	1.2
17	COc1cccc(C(=O)Nc2ccccc2OC(F)(F)F)c1	0	3	-2.9	-1.3	-1	-0.8	0.1	0.5	-1.5	1	-0.3
18	CCCCc1c(O)nc(SCC(=O)NC(C)(C)C)n(-c2ccccc2C)c1=O	0	3	-1.2	-0.4	0	-0.9	0.3	-1.2	1.5	-2	-1.0
19	NC(=O)c1ncn([C@@H]2O[C@H](CNCc3cc(Cl)ccc3OCc3ccc(Cl)cc3)[C@@H](O)[C@H]2O)n1	2	-1	-0.9	-1.5	6	-1.2	-0.3	0.8	-0.5	-1	-0.2
20	CC(C)c1nnc(NC(=O)CN(C)S(=O)(=O)c2ccc3c(c2)OCCO3)s1	-1	2	-2.2	-1.1	-1	-1.4	-0.5	3.4	0.2	6	0.8
21	O=C(O)c1cccnc1SC1CC(=O)N(c2ccc(OC(F)F)cc2)C1=O (stereo unspecified)	-2	3	-1.4	-0.3	-2	-1.1	1.1	-0.3	0.9	-2	0.4
22	Cc1c2cnn(CC(=O)N3CCOCC3)c(=O)c2c(C)n1Cc1ccc(F)cc1	-2	2	-0.1	-1.0	11	-0.5	0.3	4.4	/	2	0.3
23	CC(=O)c1ccc(OCCCC(=O)Nc2ccc(C)c(S(=O)(=O)N3CCCCC3)c2)cc1	-5	0	-0.8	-3.6	-3	-2.2	-0.5	-2.2	-1.0	1	-7.7
24	CN(C)c1ccc(/C=C/C(=O)c2c(O)c3ccccc3oc2=O)cc1	-1	2	2.0	2.1	-8	-1.0	-0.3	4.7	0.5	-7	0.1
25	Cc1ccc(S(=O)(=O)Nc2cccc(C(=O)NCc3ccc(S(N)(=O)=O)cc3)c2)cc1	-1	3	0.6	0.4	-18	-0.9	0.0	0.0	0.3	-3	0.0
26	CC1(C(=O)NC2CCCCCCC2)CCC(=O)N1Cc1cccs1 (stereo unspecified)	1	0	0.2	-2.2	-2	-2.2	-0.1	2.1	0.3	0	-0.2
27	Cc1ccc(OCC(=O)Nc2ccc3c(c2)nc(CCN2CCC(C)CC2)n3C)cc1	2	1	-2.9	-0.9	-5	-1.1	1.4	2.1	0.6	-1	0.3
28	CCOC(=O)C1=C(c2ccccc2)NC(=O)NC1c1ccsc1 (stereo unspecified)	0	-20	-2.4	-1.7	-5	-1.4	-0.6	0.9	1.0	2	-0.3
29	c1ccc(CNc2ccc(CNc3ncn[nH]3)cc2)cc1	-1	6	3.4	0.2	-3	-0.2	0.0	-0.4	1.4	-3	0.0
30	CCCC(=O)N1CCC[C@]2(CC[C@@H](CCC#N)O2)C1	-1	2	-1.3	0.7	11	-1.4	0.3	/	/	8	0.3
31	COc1ccc(C(O)c2nccn2C)cc1 (stereo unspecified)	-4	2	0.5	-1.5	1	-1.2	0.0	2.4	0.4	-3	0.6
32	O=C(NC(=S)N1CCN(c2c(Cl)cccc2[N+](=O)[O-])CC1)c1cccs1	0	-5	-1.3	0.3	17	-0.8	0.4	0.1	-0.4	2	-0.5
33	COc1ccc(C2=Nn3c(nnc3-c3ccco3)SC2)cc1OC	8.2*	18	-5.0	-3.0	1	-1.7	-0.1	10*	1.6	22	-0.5
34	N#Cc1cccc2cccc(S(=O)(=O)N3CCOCC3)c12	0	4	0.4	0.3	4	-0.1	-0.3	1.3	0.6	2	2.3
35	COc1c(Cl)cc(C(=O)NN)cc1Cl	3	-5	-5.2	-1.0	4	-1.4	0.1	0.7	0.3	-2	0.6
36	Cc1cccc(N2CCN(C(=O)NCc3ccc(Cl)cc3)CC2)c1	-2	5	1.4	-2.0	-1	-2.0	0.3	-2.4	1.2	-1	-0.9
37	O=C(CNC(=O)c1ccco1)OCc1c(F)cccc1Cl	2	2	1.7	-1.4	-1	-1.0	0.6	-0.7	3.6	9	-0.5
38	C[C@H]1CN([C@@H](C)CO)C(=O)c2cc(Br)cnc2O[C@@H]1CN(C)C(=O)c1ccncc1	0	2	-0.9	-0.2	3	-0.9	0.0	0.1	2.0	0	-1.3
39	O=C(CNc1cc(S(=O)(=O)N2CCOCC2)ccc1N1CCCC1)NCc1ccco1	-5	3	-0.4	-0.6	-1	-0.7	-1.0	0.3	-0.8	-6	-0.2
40	CCOC(=O)c1cc2cc(-c3c(C(=O)OCC)oc4cc(O)cc(O)c4c3=O)ccc2o1	-3	-1	-0.3	-2.1	-35	-1.6	0.6	-0.8	-1.1	-3	-1.1
41	COc1cccc(-n2c(-c3cccc(S(=O)(=O)N(C)C)c3)n[nH]c2=S)c1	5	-1	-1.2	-0.6	11	-1.2	-0.5	-0.4	-0.2	-2	0.1
42	Cc1ccc(NC(=O)CCNS(=O)(=O)c2ccc3[nH]c(=O)oc3c2)cc1	2	0	1.4	-1.8	-7	-0.9	0.2	-0.9	0.0	-2	1.6
43	Nc1nc(SCC(=O)Nc2ccccc2C(F)(F)F)[nH]c(=O)c1-c1ccccc1	1	-5	2.8	-1.0	0	-1.7	-0.9	-0.7	0.2	1	-0.1
44	Cc1cnc(N=Nc2ccccc2)[nH]1	3	4	-0.7	1.1	-3	-0.4	0.4	7.7*	1.0	5	-0.4
45	O=C(NCCN1CCOCC1)C(=O)NCC1CCCO1 (stereo unspecified)	-3	-2	-1.7	1.7	8	-1.0	-0.4	0.0	0.1	2	0.5
46	CS(=O)(=O)Nc1cccc(C2=NN(C(=O)c3ccc(F)cc3)C(c3cccs3)C2)c1 (stereo unspecified)	-2	-18	-0.4	-2.4	-29	-1.4	0.3	0.3	-0.9	-7	-0.8
47	COC(=O)[C@@]1(C)[C@H]2C(=O)N(C)C(=O)[C@H]2[C@H]2CN=C(SCc3ccc(Cl)cc3)N21	-3	-4	-0.7	-2.1	1	-1.6	0.5	3.2	-0.1	2	0.1
48	Cc1nc(N/N=C/c2ccc(O)cc2O)cc(N2CCOCC2)n1	-2	-13	-3.3	-2.5	-13	-1.1	-2.2	-0.4	-1.9	-14	-0.9
49	CN(CC(=O)C(C(N)=O)c1ccccc1)c1ccccc1 (stereo unspecified)	2	1	3.1	1.4	-6	-1.0	1.3	1.1	0.8	0	-0.8
50	C=CCN1C(=O)C2(OCCO2)c2cc(C)ccc21	-2	-1	-1.3	0.7	2	-1.5	0.1	1.3	-0.4	0	-0.1

Next compounds:
#	SMILES	SMARCA2 activ	GC-A act	hgDAF-12 ag	hcDAF-12 act	sPLA2-III inh	ssDAF-12 act	KLK7 zymogen act	GAA850 FXN act	DAX1 inh-1	GC-B act	DAX1 inh-2
51	Cc1ccccc1COC[C@H](CC(C)C)N1CCN(C(=O)c2cccc(C(F)(F)F)c2)CCC1=O	-2	-3	1.0	-1.9	-18	-1.6	0.0	0.6	-0.8	1	-0.3
52	CC1(C)CCCC2=C1CC1C(=O)N(c3ccccc3)C(=O)C1C2 (stereo unspecified)	-2	1	-1.1	0.2	-11	-1.5	-0.2	2.7	-1.0	8	0.2
53	COc1ccc(CCNC(=O)[C@@H](NC(=O)c2ccccc2F)C(C)C)cc1OC	2	3	4.1	2.1	4	-2.0	0.4	1.5	0.3	1	-0.9
54	Cc1ccc2nc(NC(=O)c3cccs3)sc2c1	-3	1	11*	10*	-18	1.1*	27*	-2.5	-1.8	-23	2.6
55	CCC(C)NC(=O)c1cnn2c(C)c3c(nc12)CCCC3 (stereo unspecified)	0	4	-4.1	-2.8	2	-2.2	9.3	7.8*	-0.1	3	-0.7
56	CC1CN(C(=S)Nc2cccc([N+](=O)[O-])c2)CC(C)O1 (stereo unspecified)	-3	1	0.2	-2.1	8	-0.7	-0.1	2.0	-0.2	2	-0.2
57	O=C(Nc1ccc(OCC(=O)N2CCOCC2)cc1)Nc1cccc(Cl)c1	0	3	4.0	-1.3	-9	-1.6	0.1	1.6	-0.5	4	-0.1

Fetched one by one from the entries so far (two):
#	SMILES	SMARCA2 activ	GC-A act	hgDAF-12 ag	hcDAF-12 act	sPLA2-III inh	ssDAF-12 act	KLK7 zymogen act	GAA850 FXN act	DAX1 inh-1	GC-B act	DAX1 inh-2
57	O=C(Nc1ccc(OCC(=O)N2CCOCC2)cc1)Nc1cccc(Cl)c1	0	3	4.0	-1.3	-9	-1.6	0.1	1.6	-0.5	4	-0.1
55	CCC(C)NC(=O)c1cnn2c(C)c3c(nc12)CCCC3 (stereo unspecified)	0	4	-4.1	-2.8	2	-2.2	9.3	7.8*	-0.1	3	-0.7
